Screens as filed in PubChem.
MC4R ag barr: MC4R agonists recruiting beta-arrestin, primary screen, cell-based, luminescence, agonist arm of biased-ligand search. Melanocortin receptor 4 (Homo sapiens), P32245. AID 540308, 2011. U2OS MC4R beta-arrestin complementation; percent of melanotan II response, DMSO zero. activation, % at 8.9 µM. hit rate 0.98% among 360,000;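 active means activation above a per-plate cutoff, the mean activation of sample wells on that plate plus 3 SD, cut at about 8% in these data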
Cardio protect: cardioprotection against H2O2-induced cell death, primary screen, uHTS, H9c2 cells, ATPLite luminescence | H9c2 cardiomyocytes, H2O2 injury protection, 2 h | protection from H2O2 cell death, % at 20 µM | hit rate 0.63% among 360,000 | AID 588492, 2011;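 active means compounds giving at least 50% protection of heart cells from peroxide-induced death in the single-dose screen, raw or plate-pattern-corrected value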;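 further: 0% = DMSO wells with peroxide and 100% = DMSO wells without peroxide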
TLR9-MyD88 block: inhibitors of TLR9-MyD88 association in cells, primary screen, cell-based, CHO, BLA complementation, fluorescence | Toll-like receptor 9 (Homo sapiens) + Myeloid differentiation primary response protein … | CCF4 FRET ratio | inhibition, % at 4.98 µM | hit rate 0.21% among 340,000 | AID 504734, 2011;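 active means inhibition above the mean over all tested compounds plus 3 SD, cut at about 21% in these data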;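 further: 0% = DMSO only wells and 100% = clavulanate BLA inhibitor control wells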
HTR2A ag: mouse Htr2a agonists via beta-arrestin recruitment, primary screen, cell-based, luminescence; CHO-K1 mHTR2A beta-arrestin complementation; percent of 30 µM serotonin response; hit rate 0.66% among 360,000; activation, % at 7.6 µM; 5-hydroxytryptamine receptor 2A (Mus musculus), P35363;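 active means activation above a run cutoff, the mean activation of all tested compounds plus 3 SD, cut at about 14% in these data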;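 further: 0% = plate median of compound wells and 100% = 30 µM serotonin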
Target sequence (P35363 whole entry, looked up): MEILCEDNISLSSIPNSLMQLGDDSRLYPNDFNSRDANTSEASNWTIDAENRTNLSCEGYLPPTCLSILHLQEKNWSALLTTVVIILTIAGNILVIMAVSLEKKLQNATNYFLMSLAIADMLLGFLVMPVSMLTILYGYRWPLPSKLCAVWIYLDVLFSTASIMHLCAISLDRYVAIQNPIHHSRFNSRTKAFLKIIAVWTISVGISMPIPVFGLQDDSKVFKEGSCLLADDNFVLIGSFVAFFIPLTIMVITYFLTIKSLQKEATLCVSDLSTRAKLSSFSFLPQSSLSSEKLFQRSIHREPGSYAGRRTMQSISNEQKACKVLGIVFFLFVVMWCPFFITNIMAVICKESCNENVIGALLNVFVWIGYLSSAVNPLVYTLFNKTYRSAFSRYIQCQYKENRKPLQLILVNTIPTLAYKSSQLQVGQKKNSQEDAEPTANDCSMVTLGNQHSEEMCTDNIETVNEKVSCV
NOD2-RIPK2 inh: NOD2-RIPK2 binding disruptors in cells, primary screen, fluorescence, CHO cells, BLA complementation; hit rate 0.38% among 360,000; Receptor-interacting serine/threonine-protein kinase 2 (Homo sapiens), O43353; AID 624267, 2012; CCF4 ratio; inhibition, % at 4.98 µM; in the data active means inhibition above about 21%;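 further: 0% = vehicle only and 100% = reference blocker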
Target sequence (O43353 whole entry, looked up): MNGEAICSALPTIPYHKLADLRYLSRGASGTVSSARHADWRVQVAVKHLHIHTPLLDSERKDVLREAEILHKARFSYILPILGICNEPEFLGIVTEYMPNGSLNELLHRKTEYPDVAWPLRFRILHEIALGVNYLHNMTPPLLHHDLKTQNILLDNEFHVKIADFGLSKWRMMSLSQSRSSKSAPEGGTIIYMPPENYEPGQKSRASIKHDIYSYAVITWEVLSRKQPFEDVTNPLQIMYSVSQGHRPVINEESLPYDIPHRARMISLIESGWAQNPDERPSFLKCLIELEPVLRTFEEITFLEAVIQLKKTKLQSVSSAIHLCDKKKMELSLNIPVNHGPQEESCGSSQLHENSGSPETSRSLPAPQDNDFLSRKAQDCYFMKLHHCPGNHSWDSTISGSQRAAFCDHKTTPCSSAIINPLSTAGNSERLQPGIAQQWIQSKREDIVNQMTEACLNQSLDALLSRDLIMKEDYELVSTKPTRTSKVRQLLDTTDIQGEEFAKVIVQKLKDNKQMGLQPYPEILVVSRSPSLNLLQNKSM
SRC2 inh: inhibition of GAL4-SRC2 driven luciferase reporter, primary screen, SRC2 inhibitor project, cell-based, luminescence | hit rate 0.17% among 370,000 | inhibition, % at 9 µM | HEK293 GAL4-SRC2 luciferase reporter | AID 651957, 2012;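 active means inhibition above the mean inhibition of all tested compounds plus 3 SD, set per campaign, cut at about 52% in these data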;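 further: 0% = DMSO treated cells and 100% = cells given Gossypol at 36 µM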
Glyco luc inh: increase of ERlucT glycosylation luciferase signal, primary screen, N-linked glycosylation inhibitor project, D54 ERlucT cells, luminescence, set 2; D54 ERlucT glycosylation luciferase reporter, 24 h; percent of 100 nM tunicamycin response; AID 588692, 2011; reporter increase, % at 12.5 µM; hit rate 0.23% among 360,000;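 active means mean luciferase reporter signal, scaled so untreated is 0 and the glycosylation-blocking control 100, at or above a set limit in every replicate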;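 further: luciferase carries N-glycosylation sites so blocking glycosylation raises the light; 0% = median of neutral control wells and 100% = median of 100 nM tunicamycin wells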
ABHD5-PLIN5 inh: ABHD5-PLIN5 interaction inhibitors, primary screen, cell lysate, split luciferase complementation, luminescence; Perilipin-5 (Homo sapiens) + 1-acylglycerol-3-phosphate O-acyltransferase ABHD5 (Homo …; Split G. princeps luciferase complementation, 4 h; inhibition, % at 4 µM; hit rate 0.78% among 360,000; AID 602281, 2012;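 active means inhibition above the mean inhibition across every tested compound plus 3 SD, cut at about 22% in these data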;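 further: 0% = DMSO only wells and the 100% control is not disclosed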
MC4R antagonist: MC4R antagonists of cAMP signaling, primary screen, cell-based, TR-FRET, antagonist arm of biased-ligand search | MC4R-expressing cells, MTII-stimulated cAMP, LANCE TR-FRET | inhibition, % at 6.5 µM | hit rate 0.48% among 360,000;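 active means inhibition above its plate's cutoff, the mean of tested wells on that plate plus 3 SD, cut at about 29% in these data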;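 further: 0% = Melanotan II alone and 100% = Melanotan II plus saturating MCL0020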
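Material – human MC4R-expressing U2OS cells · Repeats – no replicates · Detection – TR-FRET with Eu-cAMP and labeled anti-cAMP, 671 nm · Times – compound 30 min, challenge 1 h, detection 1 h · Compound – single nominal compound dose of 6.5 µM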
ABCB6 inh 2: ABCB6 transporter inhibitors, primary screen, K562-ABCB6 cells, flow cytometry, MLPCN library; ATP-binding cassette sub-family B member 6 (Homo sapiens), Q9NP58; K562-ABCB6 porphyrin accumulation, 1 h; stronger effect = lower value; fluorescence ratio to DMSO, % at 10 µM; hit rate 0.19% among 360,000; AID 602162, 2011;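 active means fluorescence ratio to DMSO below 75%, the collection mean minus 3 SD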;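 further: signal is porphyrin accumulated inside mitochondria; 100% equals median channel fluorescence of DMSO control wells; lower ratio means ABCB6 inhibition with less porphyrin fluorescence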
* = called active by the depositor; x = not tested or not shown. The list is partial. The share of hits here may be higher or lower than overall.

SMILES	MC4R ag barr	Cardio protect	TLR9-MyD88 block	HTR2A ag	NOD2-RIPK2 inh	SRC2 inh	Glyco luc inh	ABHD5-PLIN5 inh	MC4R antagonist	ABCB6 inh 2
Cc1ccc(N2C(=O)c3ccccc3C2Nc2ccccc2F)nc1 (configuration not stated)	1.6	1	2	4	-8	-22	-2	-2	0	97
COc1cccc(C2SCC(=O)N2c2ccc(Br)cc2)c1OC (configuration not stated)	-0.5	-17	1	-2	0	3	-4	-8	3	104
CCCCN(C)C(=O)C1CCC(CNS(=O)(=O)c2ccc3c(c2)CC(C)N3C(C)=O)CC1 (configuration not stated)	0.9	-6	4	-8	4	20	-2	-6	1	96
CCN(CC)CCN(Cc1cc2cc3c(cc2[nH]c1=O)OCCO3)C(=S)NC	0.1	5	-6	4	4	17	1	-22	-4	94
CS(=O)(=O)c1ccc(Cl)c(C(=O)O)c1	1.4	-2	-6	3	-4	14	2	-5	-2	100
COc1ccccc1C(=O)NC(=O)CSc1nnc(C)s1	-3.3	16	-2	6	-7	-16	-2	9	8	98
Cc1ccc(NC(=O)C2(c3ccccc3)CCOCC2)c([N+](=O)[O-])c1	0.3	5	10	-2	-4	-3	2	-2	10	99
CC(C)(C)C1=C[C@@H](CO)C[C@@H](CO)C1	-0.4	14	12	-1	-7	-31	1	2	-1	97
Cc1nc2scc(C)n2c(=O)c1S(=O)(=O)N1CCN(c2ccc(F)cc2)CC1	-2.2	-1	-3	-3	3	11	1	-4	1	97
CCCCC1C2C(=O)N(c3ccc(C)cc3)C(=O)C2ON1c1ccccc1 (configuration not stated)	-0.3	-1	x	-4	5	-13	-1	1	19	96
CCOC(=O)c1nn(-c2cccc(C)c2)cc1C(=O)c1ccccc1	1.2	-7	3	-2	-1	-51	-1	6	-1	95
Cc1cc(OCC(=O)NC2CC(C)(C)NC(C)(C)C2)c(C)cc1Br	-1.2	4	-1	-3	5	-14	1	5	1	95
Cc1[nH]nc2c1C(c1cnn(C)c1)C(C#N)=C(N)O2 (configuration not stated)	-1.1	-5	1	5	-7	19	1	3	-8	101
O=C(/C=C/c1ccco1)c1cccc([N+](=O)[O-])c1	-2.8	8	-1	-3	-1	8	-1	29*	7	97
CCCC(=O)N1CCCC(c2cc(C(=O)NCc3ccccc3)no2)C1 (configuration not stated)	0.4	-2	x	0	4	-39	11	-5	0	107

Given in markdown: part of the list above
| mol | MC4R ag barr | Cardio protect | TLR9-MyD88 block | HTR2A ag | NOD2-RIPK2 inh | SRC2 inh | Glyco luc inh | ABHD5-PLIN5 inh | MC4R antagonist | ABCB6 inh 2 |
| --- | --- | --- | --- | --- | --- | --- | --- | --- | --- | --- |
| Cc1ccc(N2C(=O)c3ccccc3C2Nc2ccccc2F)nc1 (configuration not stated) | 1.6 | 1 | 2 | 4 | -8 | -22 | -2 | -2 | 0 | 97 |
| COc1cccc(C2SCC(=O)N2c2ccc(Br)cc2)c1OC (configuration not stated) | -0.5 | -17 | 1 | -2 | 0 | 3 | -4 | -8 | 3 | 104 |
| CCCCN(C)C(=O)C1CCC(CNS(=O)(=O)c2ccc3c(c2)CC(C)N3C(C)=O)CC1 (configuration not stated) | 0.9 | -6 | 4 | -8 | 4 | 20 | -2 | -6 | 1 | 96 |
| CCN(CC)CCN(Cc1cc2cc3c(cc2[nH]c1=O)OCCO3)C(=S)NC | 0.1 | 5 | -6 | 4 | 4 | 17 | 1 | -22 | -4 | 94 |
| CS(=O)(=O)c1ccc(Cl)c(C(=O)O)c1 | 1.4 | -2 | -6 | 3 | -4 | 14 | 2 | -5 | -2 | 100 |
| COc1ccccc1C(=O)NC(=O)CSc1nnc(C)s1 | -3.3 | 16 | -2 | 6 | -7 | -16 | -2 | 9 | 8 | 98 |
| Cc1ccc(NC(=O)C2(c3ccccc3)CCOCC2)c([N+](=O)[O-])c1 | 0.3 | 5 | 10 | -2 | -4 | -3 | 2 | -2 | 10 | 99 |
| CC(C)(C)C1=C[C@@H](CO)C[C@@H](CO)C1 | -0.4 | 14 | 12 | -1 | -7 | -31 | 1 | 2 | -1 | 97 |
| Cc1nc2scc(C)n2c(=O)c1S(=O)(=O)N1CCN(c2ccc(F)cc2)CC1 | -2.2 | -1 | -3 | -3 | 3 | 11 | 1 | -4 | 1 | 97 |
| CCCCC1C2C(=O)N(c3ccc(C)cc3)C(=O)C2ON1c1ccccc1 (configuration not stated) | -0.3 | -1 | x | -4 | 5 | -13 | -1 | 1 | 19 | 96 |
| CCOC(=O)c1nn(-c2cccc(C)c2)cc1C(=O)c1ccccc1 | 1.2 | -7 | 3 | -2 | -1 | -51 | -1 | 6 | -1 | 95 |

The listing continues.
SMILES	MC4R ag barr	Cardio protect	TLR9-MyD88 block	HTR2A ag	NOD2-RIPK2 inh	SRC2 inh	Glyco luc inh	ABHD5-PLIN5 inh	MC4R antagonist	ABCB6 inh 2
Cn1c(=O)n(C)c2cc(/C=N/NC(=S)NCc3ccccc3)ccc21	-1.6	12	1	-1	0	-1	5	2	2	81
CNC(=O)c1ccc(NC(=O)c2cccc(C(F)(F)F)c2)cc1	0.1	4	-7	-1	-11	-20	1	-1	-2	96
Cc1c(C(=O)N/N=C/c2ccccn2)nnn1-c1nonc1N	1.1	18	-1	0	5	-4	-1	-2	13	98
c1ccc(Nc2nc(N3CCNCC3)nc(N3CCOCC3)n2)cc1	2.1	1	1	23*	-27	-30	-9	0	4	102
CCOC(=O)c1cc(-c2sc(NC(=O)c3ccccc3)nc2C)n(-c2ccc(Br)cc2)n1	-0.8	2	5	3	-6	-22	-3	-7	1	90
COc1ccc(NC(=O)CSc2nc3ccccc3c3nc4ccccc4n23)cc1	2.8	2	-10	3	3	5	8	4	12	108
O=C(NC1CCCC1)C(c1ccco1)N(C(=O)c1ccco1)c1ccc(F)cc1 (configuration not stated)	-1.8	0	9	-3	0	9	1	8	10	94
CO[C@H]1/C=C/O[C@@]2(C)Oc3c(C)c(O)c4c(O)c(c5c(c4c3C2=O)NC2(CCN(CC(C)C)CC2)N=5)=NC(=O)/C(C)=C\C=C\[C@H](C)[C@H](O)[C@@H](C)[C@@H](O)[C@@H](C)[C@H](OC(C)=O)[C@@H]1C	1.9	1	-5	3	6	27	-2	9	-11	103
Cc1ccccc1C(=O)Nc1ccc2c(C#N)c3nc4ccccc4nc3n2c1	-2.4	65*	3	5	10	21	-9	11	12	409
CCOC(=O)c1cnc2c(Cl)cccc2c1NCCN1CCOCC1	-1.0	3	0	0	-13	11	0	-3	4	99
CCc1ccc2oc(-c3ccc(N)cc3)nc2c1	-1.5	-14	-8	-2	-6	-21	-20	-2	2	97
CCOc1c(Nc2cccc(Cl)c2)c(=O)c1=O	-0.2	-2	-9	-6	-10	-55	1	-8	9	103
CC(C)NC(=O)OC1CC2CC1[C@H]1CCCCN1C2=O (some centres not stated)	x	x	x	-2	3	-33	x	-5	x	105
COc1ccccc1N1C(=O)c2ccc(C(=O)Nc3cccc(C(C)=O)c3)cc2C1=O	-2.6	1	-6	0	-12	-13	3	-9	8	92
S=c1[nH]nc(-c2ccc3ccccc3n2)n1-c1ccccc1Cl	-0.5	5	-7	-4	-7	4	-1	-5	22	102
CCCC(=O)N1CCC1(C)C(=O)Nc1ccccn1 (configuration not stated)	-1.2	9	x	4	-5	-7	4	4	4	94
OC[C@H]1NC[C@@H](O)[C@@H]1O	-1.6	12	4	6	-4	7	1	-2	-5	101
CCn1ccnc1CN(C)Cc1cn(-c2ccccc2)nc1-c1ccc(OC)cc1F	0.4	-6	-4	-8	-11	-4	-3	1	11	93
COc1ccccc1NC(=O)Nc1ccnn1C1CCN(C(=O)C2CCOC2)CC1 (configuration not stated)	-0.7	3	2	1	-1	-13	1	3	6	88
Cc1cc(C)n(CCn2nc(C)cc2C)n1	-2.7	-1	-7	1	9	23	-1	-4	10	94
O=C1[C@H]2[C@@H](c3ccc(C(F)(F)F)cc3)N[C@]3(CCCN(Cc4ccc(F)cc4)C3=O)[C@H]2C(=O)N1Cc1ccccc1	-0.3	67*	0	-1	-5	-3	3	-6	-1	106
CC1(C)CC(NC(=O)c2ccc3c(c2)OCO3)CC(C)(C)N1	-1.1	5	7	0	-3	-40	0	-3	6	105
O=C(NCc1ccccc1Cl)C(=O)NCC1CCCN1S(=O)(=O)c1cccs1 (configuration not stated)	-1.9	-4	1	-3	5	3	-2	-6	-3	87
C=C(C)Cn1c(-c2ccccc2)nc2ccccc21	-0.4	-4	-8	-4	-16	16	-2	1	0	104
O=C(NCc1ccc(OC(F)(F)F)cc1)c1ccc2c(c1)S(=O)(=O)c1ccccc1C2=O	-1.4	-1	0	1	5	-8	2	4	2	99
CN1c2ccccc2Oc2nnc(N3CCN(Cc4ccccc4)CC3)cc21	-1.0	10	8	-12	8	-46	3	1	3	93
CCOC(=O)C1=C(C)OC(N)=C(C#N)C1c1cc(SCC)oc1C (configuration not stated)	-2.3	-9	-3	1	-10	-20	0	3	-34	104
CC(=O)N1[C@H](C)C=C[C@]1(Cc1ccccc1)C(=O)NCCN1CCOCC1	-0.5	4	-3	5	-4	-16	1	-2	-1	95
N=C1c2ccccc2CN1NC(=O)c1cccc(S(=O)(=O)N2CCCCC2)c1	1.6	9	-12	-2	0	9	1	-3	11	96
CN(c1ccccc1)c1ccc(/C=C(\C#N)c2nnc3n2CCCCC3)cc1[N+](=O)[O-]	-1.5	0	4	0	-1	6	-8	0	-3	95
c1ccc(-c2nnc(-c3ccncc3)nc2-c2ccccc2)cc1	0.4	4	-2	-1	9	15	1	1	6	107
Cc1cc(=O)oc2cc(NC(=O)CN3C(=O)NC(C)(c4ccccc4)C3=O)ccc12 (configuration not stated)	-0.9	5	-1	-7	4	3	0	2	-5	96
O=C(COC(=O)c1ccc2ccccc2c1)NCCCc1ccccc1	1.0	-5	-2	1	0	4	3	-2	13	104
C=CCC[C@@H](Cc1ccc(F)cc1)C(=O)OC[C@H]1CCCN1C(=O)[C@@H](CC=C)CC(=O)N[C@H](CO)Cc1ccccc1	0.4	12	0	9	0	-4	-1	5	6	94
CNc1snc(C)c1C(=O)OC(C)C(=O)Nc1ccccc1 (configuration not stated)	-2.9	-9	-5	3	2	4	0	0	1	91
CCn1c(C(=O)N2CCC(C(=O)N3CCN(c4ccccn4)CC3)CC2)cc2sccc21	0.8	7	-11	-6	1	-8	-1	3	1	93
